Bioassay records from PubChem.
LMPTP block – blocks human LMPTP phosphatase | P24666 | recombinant LMPTP-A, OMFP fluorogenic substrate, fluorescence intensity | inhibition, % at 20 µM | AID 651560 | 360,000 tested, 0.22% active;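 active = compounds that cut the enzyme signal by at least half of the control window in the single-dose screen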;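 note: plate controls were DMSO wells with enzyme plus substrate for no effect and substrate without enzyme for full effect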
Target sequence (P24666 whole entry, looked up): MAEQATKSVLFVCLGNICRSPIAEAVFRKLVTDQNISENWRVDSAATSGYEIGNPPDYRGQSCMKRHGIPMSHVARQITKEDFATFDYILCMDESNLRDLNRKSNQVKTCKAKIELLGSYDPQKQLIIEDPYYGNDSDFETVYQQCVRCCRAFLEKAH
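Assay system: LMPTP-A phosphatase enzyme | Input: 0.625 nM enzyme | Also added: Fluorogenic phosphatase substrate OMFP at 400 µM final | Compound dosing: One test concentration per compound, 20 µM, with 3% DMSO overall | Schedule: 50 min enzyme reaction at room temperature, protected from light | Signal: Fluorescence intensity | Benchmarks: no-enzyme and uninhibited controls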
Rpn11 inh – blocks the human proteasome subunit Rpn11 | O00487 | human 26S proteasome, Ub4-pepOG fluorescence polarization; 20S core pre-blocked with epoxomicin | calls only at 20 µM | 360,000 tested, 0.59% active | AID 588493;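 active = inhibition at 20 µM, scaled to each plate's controls, above about 33%, limit read from the data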
NadD block – NadD (S. aureus) enzyme inhibition | purified NadD enzyme, colorimetric absorbance read-out | inhibition, % at 20 µM | 360,000 tested, 0.78% active; in the data active = inhibition above about 26%; note: some compounds past the cut are filed as inactive
MT1-MMP act inh – inhibitors of human MT1-MMP activation. HT1080 RFP-PRO-GFP cells, GFP/RFP ratio fluorescence, overnight; percent of plate control window, DMSO zero. GFP/RFP ratio change, % at 20 µM. 360,000 tested, 0.061% active. AID 651647;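 active = GFP/RFP ratio change of at least 30% with cell ATP level not reduced by more than half and red fluorescence within 50% of control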; note: strong numbers were not always called active
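Assay system: HT1080 cells carrying an RFP-PRO-GFP reporter | Dosing: Single dose of 20 µM compound, 1% DMSO final | Incubation: Cells overnight before dosing, compound overnight, 37 °C, 5% CO2 | Evaluation: GFP/RFP fluorescence ratio | Control set: DMSO and RFP-L50D-GFP cell wells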
Scp1 inh – inhibitors of human Scp-1 phosphatase | inhibition, % at 20 µM | Recombinant Scp1, phosphopeptide, malachite green phosphate absorbance | AID 493091 | 340,000 tested, 0.88% active;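 active = inhibition above about 50% at 20 µM, limit read from the data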;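 note: plate controls were DMSO wells with enzyme for no effect and wells lacking enzyme for full effect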
Target sequence (Q9GZU7 76-261 limits assumed): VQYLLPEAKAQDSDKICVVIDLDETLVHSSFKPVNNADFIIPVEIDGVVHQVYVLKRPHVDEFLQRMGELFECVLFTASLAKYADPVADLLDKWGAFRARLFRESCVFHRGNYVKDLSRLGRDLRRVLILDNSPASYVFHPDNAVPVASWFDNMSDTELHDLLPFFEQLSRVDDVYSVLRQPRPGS
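Test system: SCP-1 phosphatase catalytic domain, residues 76-261; measured by: colorimetric phosphate reagent with accelerator and stabiliser, absorbance at 630 nm; timing: enzyme reaction 45 min at room temperature, colour 5 min, stabilisation 30 min; also added: Phosphorylated 17-residue peptide substrate; compound dosing: one concentration, 20 µM, with 1.0% DMSO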
DNMT1 inh – DNMT1 (human) enzyme inhibition | P26358 | DNMT1 molecular beacon, Hinp1I cleavage, fluorescence | inhibition (reported as % activation of signal), % at 10 µM | 360,000 tested, 0.83% active | AID 588458; in the data active = inhibition above about 50%
SKN-1 block – C. elegans SKN-1 inhibition; 360,000 tested, 0.49% active; inhibition, % at 21.8 µM; C. elegans VP596 Pgst-4::GFP/RFP ratio, acrylamide-induced, 24 h;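 active = interference check ratio from 0.5 to 1.5 plus GFP to RFP signal ratio inhibition reaching or exceeding a fixed threshold, cut at about 30% in these data, passing the limit was not always enough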; note: some compounds called inactive have numbers as strong as hits
CendR NRP1 mod – modulators of CendR peptide binding to human neuropilin-1. inhibition, % at 25 µM. FAM-RPARPAR peptide binding to NRP-1, fluorescence polarization. AID 602438. 360,000 tested, 0.85% active;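 active = inhibition or corrected inhibition above about 18%, plus a signal ratio from 0.5 to 1.5, limit read from the data, passing the limit was not always enough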; note: strong numbers were not always called active
STEP block – inhibitors of human striatal-enriched phosphatase STEP. P54829. recombinant STEP, OMFP fluorogenic substrate, fluorescence. inhibition, % at 20 µM. 360,000 tested, 0.25% active. AID 588621;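 active = inhibition at 20 µM, scaled per plate between control wells, above about 37%, limit read from the data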;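 note: 0% = DMSO with enzyme and substrate and 100% = substrate only without enzyme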
Target sequence (P54829 whole entry, looked up): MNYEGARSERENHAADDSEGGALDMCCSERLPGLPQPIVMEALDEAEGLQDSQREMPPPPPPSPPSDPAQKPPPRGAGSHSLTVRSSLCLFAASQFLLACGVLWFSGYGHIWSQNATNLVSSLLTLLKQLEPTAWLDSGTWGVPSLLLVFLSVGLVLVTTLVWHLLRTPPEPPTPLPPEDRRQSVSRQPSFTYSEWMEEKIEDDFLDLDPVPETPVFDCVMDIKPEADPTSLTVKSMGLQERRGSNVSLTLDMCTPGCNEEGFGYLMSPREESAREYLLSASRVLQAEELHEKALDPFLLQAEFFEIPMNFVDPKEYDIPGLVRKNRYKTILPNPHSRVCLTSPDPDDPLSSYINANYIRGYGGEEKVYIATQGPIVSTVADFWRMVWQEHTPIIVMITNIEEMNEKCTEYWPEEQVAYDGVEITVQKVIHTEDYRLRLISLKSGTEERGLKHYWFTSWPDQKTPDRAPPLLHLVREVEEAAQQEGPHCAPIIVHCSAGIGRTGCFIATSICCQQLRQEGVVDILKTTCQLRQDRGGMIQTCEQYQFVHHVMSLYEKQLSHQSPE
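Test system: STEP tyrosine phosphatase / Reagent: OMFP at 25 µM / Doses: 20 µM, 1% DMSO / Read-out: percent inhibition scaled to no-enzyme and uninhibited-enzyme controls, plate-pattern corrected / Detection: FITC-channel fluorescence of OMFP product / Medium: Bis-Tris buffer pH 6.0, 2.5 mM DTT, 0.005% Tween 20 / Schedule: 20 min at room temperature, dark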
SUMO1-SIM PPI – SUMO1-SIM interaction modulation; AID 602429; SUMO1 binding to a labelled peptide, TR-FRET, 1 h; P63165; inhibition, % at 20 µM; 360,000 tested, 0.33% active; in the data active = inhibition above about 37%
Target sequence (P63165 whole entry, looked up): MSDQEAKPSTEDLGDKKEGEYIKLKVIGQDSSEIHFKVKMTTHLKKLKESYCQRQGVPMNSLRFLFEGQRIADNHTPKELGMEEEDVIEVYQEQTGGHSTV
* = called active by the depositor; i = inactive; nt = not tested or not shown.

SMILES	LMPTP block	Rpn11 inh	NadD block	MT1-MMP act inh	Scp1 inh	DNMT1 inh	SKN-1 block	CendR NRP1 mod	STEP block	SUMO1-SIM PPI
CC(C(=O)Nc1cccc([N+](=O)[O-])c1)N(c1ccccc1)S(C)(=O)=O (stereo not given)	-0.9	i	-6	9	-4	1	2	2	-2	-18
O=C(CSc1ncccn1)Nc1cc(Cl)ccc1[N+](=O)[O-]	-0.2	i	0	1	-12	2	1	10	1	-20
Cc1ccc(NC(=O)c2ccc3nccnc3c2)c(C)c1	0.5	i	-2	-6	-4	-2	-9	8	0	-19
S=c1[nH]nc(-c2ccncc2)n1/N=C/c1ccccc1	-0.2	i	0	1	-5	4	6	2	1	-2
Cc1oc(-c2ccccc2F)nc1CN1CCC(C(=O)NCc2ccco2)CC1	0.4	i	2	-1	-6	-1	-20	-9	-2	6
Cc1ccc(S(=O)(=O)N2CCN(CC(=O)N/N=C\c3ccncc3)CC2)cc1	-1.8	i	-5	0	6	3	-1	-1	8	-1
COc1ccc(CN2C(=NC(=O)CCc3ccccc3)SC3CS(=O)(=O)CC32)cc1 (stereo not given)	-1.4	i	-3	3	-3	6	-17	1	-2	8
C[C@@H]1CN([C@@H](C)CO)C(=O)c2cc(Br)cnc2O[C@H]1CN(C)C(=O)Nc1ccccc1	-2.9	i	-4	1	nt	2	9	-2	-1	7
Cc1cc(CN(C)C(=O)CCc2nnc(Cc3cccc(C(F)(F)F)c3)o2)on1	0.1	i	-8	-1	-1	5	-4	-5	-2	3
Cc1oc2cc(OCc3cnn(-c4ccccc4)c3)ccc2c(=O)c1Oc1ccccc1F	5.7	i	-5	-8	-15	9	-2	-9	2	3
CN1C(=O)C(C(=O)NC(C)(C)C)C2c3ccccc3OC13CCCCC23 (stereo not given)	-0.5	i	-7	-4	0	0	10	-8	-1	-3
CCOC(=O)C1CCN(C(=O)c2ccccc2Oc2ccccc2)CC1	-1.4	i	-5	-2	3	3	2	3	0	-2
Cc1csc(-c2nc3ccccc3n2C(C(=O)NC(C)(C)C)c2cc3ccccc3o2)c1 (stereo not given)	2.6	nt	nt	-19	nt	nt	-1	0	nt	2
Cc1ccc(S(=O)(=O)N2C[C@@H](C)[C@]3(C2)[C@H](O)[C@H](OC(=O)NCc2ccccc2F)C[C@H]2C(=O)N(c4ccccc4)C(=O)[C@H]23)cc1	1.7	i	8	-5	nt	-6	1	-6	-2	10
CSc1cccc(NC(=O)NCc2cccc(CNC(=O)Nc3cccc(SC)c3)c2)c1	-0.3	i	1	-2	-20	8	1	0	0	8
O=C(OCc1cnc(Cl)s1)c1ccc(Cl)cc1	0.1	i	0	-2	-8	-3	13	-4	1	-1
COc1ccc(NC(=O)N2c3ccccc3CC2C)cc1OC (stereo not given)	0.3	i	1	5	-7	1	-3	23	-2	-2
Cc1cnc(C(=O)OCC(=O)c2ccc(Cl)cc2)cn1	-1.4	i	-5	1	-5	1	4	1	2	-5
Cc1cccc(C)c1NC(=S)N(Cc1cccs1)C1CCCC1	-0.2	i	-3	6	-3	-1	0	10	-1	2
COc1ccc(C2=Nc3ccccc3N(C(=O)c3ccc(C(F)(F)F)cc3)C2C(=O)Nc2c(C)cccc2C)cc1 (stereo not given)	1.1	nt	nt	-10	nt	nt	-9	-10	nt	6
O=C(Nc1cc(S(=O)(=O)N2CCCCC2)ccc1Cl)C1COc2ccccc2O1 (stereo not given)	9.6	i	-4	-3	55*	17	0	-11	2	0
Cc1nc(SCC(=O)Nc2c(C)n(C)n(-c3ccccc3)c2=O)c(C#N)c(C)c1C	-0.9	i	2	-5	1	4	0	-3	0	20
COC(=O)C[C@@H]1C[C@H]2c3cc(NC(=O)CC4CC4)ccc3O[C@H]2[C@@H](CO)O1	-5.0	i	5	1	nt	9	8	-7	-1	5
CCN(C(=O)CSc1ncccc1C(=O)O)C1CCCCC1	-0.6	i	0	-2	-8	-1	-7	10	-3	3
CCOCCCNC(=O)C(NC(=O)Cc1c[nH]c2ccccc12)c1ccccc1 (stereo not given)	-0.3	i	0	-8	1	1	10	13	-1	-4
CN(CCc1nc2ccc(Cl)cc2[nH]1)Cc1nc(CC2CC2)no1	-0.5	i	-7	-3	0	-4	-10	-5	1	0
S=C(NCC1COc2ccccc2O1)Nc1ccc(Br)cc1 (stereo not given)	1.3	i	2	6	-2	4	8	-2	-3	-1
Nc1nc(SCC(=O)N2CCOCC2)[nH]c(=O)c1-c1ccccc1	0.3	i	-7	0	3	0	-2	4	-1	-1
COc1cc(SC)ccc1C(=O)NNC(=O)c1cc(C)oc1C	0.1	i	1	2	-7	1	0	-12	0	-7
Cc1nnc(NC(=O)Nc2ccc(Cl)c(Cl)c2)s1	2.9	i	2	-10	-1	23	9	-5	2	-1

5 compounds drawn at random from those above:
SMILES	LMPTP block	Rpn11 inh	NadD block	MT1-MMP act inh	Scp1 inh	DNMT1 inh	SKN-1 block	CendR NRP1 mod	STEP block	SUMO1-SIM PPI
Cc1nnc(NC(=O)Nc2ccc(Cl)c(Cl)c2)s1	2.9	i	2	-10	-1	23	9	-5	2	-1
COc1cc(SC)ccc1C(=O)NNC(=O)c1cc(C)oc1C	0.1	i	1	2	-7	1	0	-12	0	-7
COc1ccc(C2=Nc3ccccc3N(C(=O)c3ccc(C(F)(F)F)cc3)C2C(=O)Nc2c(C)cccc2C)cc1 (stereo not given)	1.1	nt	nt	-10	nt	nt	-9	-10	nt	6
O=C(Nc1cc(S(=O)(=O)N2CCCCC2)ccc1Cl)C1COc2ccccc2O1 (stereo not given)	9.6	i	-4	-3	55*	17	0	-11	2	0
Cc1cnc(C(=O)OCC(=O)c2ccc(Cl)cc2)cn1	-1.4	i	-5	1	-5	1	4	1	2	-5

More structures follow.
SMILES	LMPTP block	Rpn11 inh	NadD block	MT1-MMP act inh	Scp1 inh	DNMT1 inh	SKN-1 block	CendR NRP1 mod	STEP block	SUMO1-SIM PPI
COc1cc(OC)c(S(=O)(=O)N2CCCCC2)cc1S(=O)(=O)N1CCCCC1	-3.2	i	0	1	0	-4	17	7	3	-3
COc1ccc(CN2CCN(Cc3ccc(C(F)(F)F)cc3)CC2)c(OC)c1	-2.5	i	-5	-1	-10	3	24	15	0	-4
COc1ccccc1N1CCN(C(=O)CSc2nc3ccccc3nc2N2CCC(C)CC2)CC1	9.0	i	12	-10	-8	1	10	0	3	-2
Cc1ccc(OC(C)C(=O)N(C)Cc2ccccc2)c([N+](=O)[O-])n1 (stereo not given)	-1.7	i	-1	-1	-10	0	15	2	-2	-10
O=C(COc1ccc(C(=S)N2CCOCC2)cc1Cl)Nc1ccccc1Cl	2.1	i	-6	5	-8	0	-2	4	4	1
O=C(COC(=O)Cn1nnc2ccccc21)NC1CCCC1	-1.4	i	-3	0	3	0	27	-8	0	2
COC(=O)Cn1nnc(N2CCOCC2)n1	0.0	i	2	2	-4	6	1	-8	-3	0
C(=N\Nc1ccc2nncn2n1)/c1ccccn1	0.2	i	-7	7	0	2	12	-10	1	-16
Cc1cc(/C=c2\sc3nc4ccccc4n3c2=O)c(C)n1-c1ccc(C(=O)O)cc1	3.6	i	20	-5	20	43	2	-132	6	25
CC(C)(C)c1ccc(C(=O)NCCC(=O)NCc2ccc(F)cc2)cc1	0.0	i	-10	0	nt	-4	11	-3	0	0
COC(=O)CC1C(=O)NCCN1C(=S)Nc1cc(C)cc(C)c1 (stereo not given)	-0.3	i	2	3	-8	-4	3	13	0	0
CCN=c1scc(-c2ccco2)n1/N=C/c1ccc(O)cc1	0.4	i	9	-6	-2	-30	11	-14	3	-9
COc1ccc(Oc2cccc(Cl)c2CNC(=O)c2ccccc2C(=O)O)cc1	-0.4	i	2	-4	-3	1	-7	19	0	7
CCOC(=O)C1CCN(c2nc3cc(OC)ccc3cc2C#N)CC1	2.1	i	7	1	-7	-6	17	0	-1	-1
CN(CC(=O)Nc1ccc(F)cc1)C(=O)CSc1nccn1C	-1.6	i	2	3	-9	5	2	4	0	0
Cc1c([N+](=O)[O-])c(C/C=N/O)nn1C	-1.0	i	-3	0	7	-1	-2	-7	-1	1
N#CC1(Nc2cccc(Cl)c2)CCCC1	-0.9	i	2	1	-12	-3	13	13	-1	-1
CC(C)CN(CC(C)C)C(=O)c1cc(S(=O)(=O)N2CCCCC2)c[nH]1	0.1	i	-2	-6	-2	0	1	12	1	4
O=C(O)c1ccc(Cl)c(S(=O)(=O)Nc2ccc(OCc3ccccc3)cc2)c1	-0.5	i	2	1	-11	-11	-3	-3	0	5
COc1cccc(Cn2c(C(C)n3c(-c4cnccn4)nc4ccccc43)nc3ccccc32)c1 (stereo not given)	0.2	nt	nt	-4	nt	nt	6	6	nt	-9
Cc1ccc(N(Cc2cc3cccc(C)c3[nH]c2=O)S(=O)(=O)c2ccccc2)c(C)c1	0.3	i	21	-5	6	0	23	9	-3	-4
Cc1cccc(OC2(c3ccccc3)OC(=O)c3ccccc32)c1C (stereo not given)	5.2	i	9	-2	-14	-8	2	-4	1	-2
COc1ccc(-n2nc(C(N)=O)c(O)cc2=O)cc1	-1.4	i	4	0	-9	2	-5	-7	0	2
COc1cccc(/C=N/NC(=O)c2ccoc2C)c1	-1.3	i	0	1	-1	-5	-4	12	7	-4
Cn1c(N)c(C(=O)COc2ccc(Cl)cc2Cl)c(=O)n(C)c1=O	0.6	i	-2	-5	1	3	8	3	0	6
O=C(NC1CCCCCC1)c1ccc(=O)n(Cc2ccccc2)n1	-0.1	i	1	2	-11	0	-4	6	4	0
COC(=O)c1ccc(Cn2nnc3c(=O)[nH]c(C4CCCN(S(=O)(=O)c5ccc(C)cc5)C4)nc32)cc1 (stereo not given)	0.3	i	29*	-9	-7	-2	3	6	-1	-1
CCCc1cc(=O)[nH]c(SCc2nc3ccccc3s2)n1	-0.6	i	1	5	-7	-1	-5	7	-2	3
CCCCn1nnc(NC(=O)c2ccc(-c3ccccc3)cc2)n1	-1.5	i	4	-3	1	0	4	14	-1	5
O=C1c2c([N+](=O)[O-])cc([N+](=O)[O-])cc2S(=O)N1Cc1ccccc1 (stereo not given)	-0.3	i	0	-1	6	1	-4	0	2	-20
Cc1onc(-c2c(F)cccc2Cl)c1C(=O)N1CCCC1	-0.8	i	-1	-3	-2	2	12	-6	-1	2
COc1ccc(N(C(=O)c2cccnc2)S(=O)(=O)c2cc(OC)ccc2OC)cc1	-0.5	i	1	3	-5	0	-2	-4	2	2
CCOC(=O)c1sc(=S)n(-c2ccccc2)c1C	-1.4	i	1	-1	-15	-5	17	-2	0	-8
CCOCCCN(C(=O)c1snc(C(N)=O)c1N)C(C(=O)NC1CCCC1)c1ccc(F)cc1 (stereo not given)	0.4	i	-6	2	3	0	1	14	-3	-8
